Screening results from PubChem.
GPR35 arrestin U2OS: GPR35 antagonists blocking zaprinast-driven arrestin recruitment, primary screen, imaging, U2OS, beta-arrestin-GFP, zaprinast agonist (AID 2058); U2OS GPR35 beta-arrestin-GFP translocation imaging, zaprinast antagonism; higher % means a stronger effect; inhibition, % at 10 µM, or IC50 in µM where a hit was titrated; 290,000 compounds, 0.052% hits;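 active = inhibition of at least 50% with at least 30 cells and total cytoplasm GFP at most 10,000,000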
HIV peptide binding: cell-free HIV fusion peptide-binding blockers – biochemical, uHTS, fluorescence dequenching, primary screen (AID 1986); inhibition, % at 20 µM; hits with a dose series show IC50 in µM; cell-free peptide binding, fluorescence dequenching, 30 min; higher % means a stronger effect; 290,000 compounds, 0.3% hits; in the data active = inhibition mostly above about 52%, no sharp cut-off; inactive = mostly below about 76%; also: some results filed as inactive read as strong as hits
SIAH1 antagonists: Siah-1 peptide-binding antagonists, primary screen, biochemical, fluorescence polarization, rhodamine-plectin, uHTS (AID 1817). 290,000 compounds, 0.02% hits. displacement, % at 20 µM, or IC50 in µM where a hit was titrated. Siah-1 / rhodamine-plectin peptide fluorescence polarization; higher % means a stronger effect;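 active = displacement of at least 50% at 20 µM, with a fluorescence ratio check between 0.3 and a set limit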;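 also: plate controls were Siah plus tracer with DMSO for no effect and tracer alone without Siah for full effect; strong numbers were not always called active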
NOD1 NF-kB reporter: NOD1 signaling inhibitors, primary screen, cell-based, luminescence, uHTS (AID 1578); NOD1-driven NF-kB luciferase reporter cells, luminescence; higher % means a stronger effect; inhibition, % at 4 µM; hits with a dose series show EC50 in µM; 290,000 compounds, 1% hits; in the data active = inhibition mostly above about 36%, no sharp cut-off; inactive = mostly below about 34%;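 also: HEK-293T reporter cells stimulated with the NOD1 agonist gamma-tri-DAP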
KOR beta-arrestin-1: KOR antagonists, beta-arrestin recruitment, cell-based, luminescence, uHTS (AID 1778) | KOR beta-arrestin recruitment, luminescence, antagonist mode; higher % means a stronger effect | one-dose inhibition, % at 10 µM; IC50 in µM for titrated hits | 290,000 compounds, 0.091% hits; in the data active = inhibition above about 50%; also: strong numbers were not always called active
KOR beta-arrestin-2: KOR agonists, beta-arrestin recruitment, primary screen, cell-based, luminescence, uHTS (AID 1777); KOR beta-arrestin recruitment, luminescence; higher % means a stronger effect; one-dose activation, % at 10 µM; EC50 in µM for titrated hits; 280,000 compounds, 0.02% hits; in the data active = activation above about 50%, passing the limit was not always enough; also: a part of the inactive calls stands beside numbers as strong as those of hits
AID2073: disruptors of CaV2.2 binding to Mint1 – biochemical, HTRF (AID 2073); HTRF protein-protein interaction, Mint1-CaV2.2; higher % means a stronger effect; inhibition, % at 20 µM; hits with a dose series show IC50 in µM; 290,000 compounds, 0.19% hits; in the data active = inhibition mostly above about 51%, no sharp cut-off; also: some results filed as inactive read as strong as hits
GPR55 antagonists: inhibition of LPI-stimulated GPR55 beta-arrestin translocation – imaging, U2OS, beta-arrestin-GFP, LPI agonist, primary screen (AID 2013). U2OS GPR55 beta-arrestin-GFP translocation imaging, LPI antagonism; higher % means a stronger effect. one-dose inhibition, % at 10 µM; IC50 in µM for titrated hits. 290,000 compounds, 0.13% hits;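 active = spots per cell inhibited over 60%, with over 100 cells counted and total cytoplasm intensity under 500,000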;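 also: U2OS cells stably carrying GPR55 and arrestin-GFP stimulated by 5 µM LPI near EC80; imaged beta-arrestin-GFP aggregate spots per cell after agonist stimulation; plate controls were LPI-stimulated DMSO wells for no effect and DMSO wells without LPI for full effect; some results filed as inactive read as strong as hits; confirmed hits need IC50 under 10 µM and bright autofluorescent wells are also inconclusive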
GPR55 beta-arrestin: GPR55 agonists via beta-arrestin recruitment, primary screen, imaging, U2OS cells, beta-arrestin-GFP redistribution (AID 1961) | 290,000 compounds, 0.048% hits | U2OS GPR55 beta-arrestin-GFP redistribution imaging; higher % means a stronger effect | one-dose activation, % at 10 µM; EC50 in µM for titrated hits;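 active = activation above 40% with more than 50 cells counted in the well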;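 also: U2OS osteosarcoma cells stably expressing GPR55 and beta-arrestin-GFP; plate controls were DMSO negative control for no effect and LPI positive control for full effect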
The depositor's hits bear a star; nt = not tested or not shown; [ ] = remark or other dose. A portion of the library (hit frequency here may not be typical).

Sample of the layout:
SMILES | GPR35 arrestin U2OS | HIV peptide binding | SIAH1 antagonists | NOD1 NF-kB reporter | KOR beta-arrestin-1 | KOR beta-arrestin-2 | AID2073 | GPR55 antagonists | GPR55 beta-arrestin
O=C(Nc1ccc2cn[nH]c2c1)c1ccc(Cl)c(S(=O)(=O)N2CCOCC2)c1 | 5.9% | -0.2% | 5.7% | -9.6% | -26.7% | 4.2% | 22.6% | 6.6% | -0.3%
O=C(O)c1cc(O)ccc1NC(=O)C(c1ccccc1)c1ccccc1 | -0.6% | 5.9% | 3.8% | -23.8% | 4.2% | -2.9% | 12.3% | 6.0% | 0.4%
COC(=O)C1=C(C)N(Cc2ccc(C)cc2)C(=O)/C1=C\c1cc(OC)c(OC)c(OC)c1 | -8.2% | 1.2% | 1.7% | 34.1% | -1.2% | 6.2% | 5.1% | 20.1% | 0.5%

The whole of this part, repeating the preview:
SMILES | GPR35 arrestin U2OS | HIV peptide binding | SIAH1 antagonists | NOD1 NF-kB reporter | KOR beta-arrestin-1 | KOR beta-arrestin-2 | AID2073 | GPR55 antagonists | GPR55 beta-arrestin
O=C(Nc1ccc2cn[nH]c2c1)c1ccc(Cl)c(S(=O)(=O)N2CCOCC2)c1 | 5.9% | -0.2% | 5.7% | -9.6% | -26.7% | 4.2% | 22.6% | 6.6% | -0.3%
O=C(O)c1cc(O)ccc1NC(=O)C(c1ccccc1)c1ccccc1 | -0.6% | 5.9% | 3.8% | -23.8% | 4.2% | -2.9% | 12.3% | 6.0% | 0.4%
COC(=O)C1=C(C)N(Cc2ccc(C)cc2)C(=O)/C1=C\c1cc(OC)c(OC)c(OC)c1 | -8.2% | 1.2% | 1.7% | 34.1% | -1.2% | 6.2% | 5.1% | 20.1% | 0.5%
O=C(O)CCN1CC2([N+](=O)[O-])CC=C(OCCO)C([N+](=O)[O-])(C1)C2 (configuration not stated) | -12.5% | 0.6% | -3.2% | -29.4% | 1.7% | -2.2% | -9.5% | -2.3% | -0.3%
CNC(=S)N(Cc1cc2cc(OC)c(OC)cc2[nH]c1=O)C1CCCC1 | 14.3% | -0.8% | -2.3% | 0.2% | -19.4% | 7.0% | -12.9% | -6.3% | 0.3%
COC(=O)c1ccccc1NC(=O)CN1CCC(NC(=O)c2ccccc2C)CC1 | -6.5% | -0.5% | -1.9% | -10.0% | -0.5% | 2.7% | 8.5% | 3.1% | 0.6%
CC(C)(C)c1ccc(S(=O)(=O)N2CCC(CO)(CC3CCCCO3)CC2)cc1 (configuration not stated) | -5.1% | 0.8% | -1.1% | -15.9% | 13.3% | 1.3% | -7.8% | 8.2% | 0.1%
COc1ccc(OCC(=O)NCCNC(=O)c2ccccn2)cc1 | -1.9% | 2.4% | 2.1% | -1.2% | -32.1% | 2.9% | 9.1% | -6.3% | 0.0%
CC(CCC(=O)O)C1CCC2C3CCC4C[C@H](O)CCC4(C)C3CC(=O)C12C (some centres not stated) | 3.2% | -0.4% | 0.4% | 5.0% | 1.8% | -4.6% | 10.5% | -3.1% | 0.0%
CCN(c1nc(C)cc(OC)n1)S(=O)(=O)c1ccccc1 | -0.9% | 1.0% | -1.2% | -1.5% | 17.0% | -2.6% | 5.7% | -0.6% | -0.1%
Cc1ccc(NC(=O)c2cc([N+](=O)[O-])ccc2N2CCCC2)cc1 | 7.9% | -1.0% | 2.2% | 6.0% | -46.4%[20 µM] | -2.5% | -5.8% | -2.6% | 0.2%
Cc1cnc(C(=O)Nc2ccc(C(=O)N(C)C3CCCCC3)cc2)cn1 | 25.3% | -2.8% | -6.8% | -6.2% | -43.2% | 3.8% | 0.4% | 5.8% | -0.2%
CN(C)S(=O)(=O)c1ccc2c(c1)C(CC(=O)O)NC2=O (configuration not stated) | 19.9% | 1.2% | 0.7% | 18.0% | 18.5% | -5.4% | 6.5% | 8.0% | -0.1%
Cc1nc(SCC(O)CO)c([N+](=O)[O-])[nH]1 (configuration not stated) | -2.5% | 2.5% | -1.6% | -23.9% | -7.2% | 6.1% | -4.2% | -5.4% | 0.2%
CC1Cc2ccccc2N1C(=O)CCn1cccn1 (configuration not stated) | 19.4% | -2.1% | -5.9% | -5.9% | -14.2% | -4.5% | 12.6% | -4.0% | -0.1%
O=C(NCCc1c[nH]c2ccccc12)/C(=C\c1cccs1)NC(=O)c1ccccc1 | 7.4% | -2.2% | 0.7% | 10.3% | 15.3% | -1.9% | -1.1% | -1.0% | -0.2%
Fc1ccccc1Nc1nc2ccccc2n2nnnc12 | 8.0% | -2.2% | -2.4% | -31.6% | 5.4% | 2.7% | 15.3% | 0.4% | 0.2%
Cc1cccc(C(=O)N=c2sccn2C)c1[N+](=O)[O-] | -8.3% | -1.4% | 3.9% | -69.7% | -10.2% | -2.5% | 15.0% | 7.0% | -0.1%
CCc1cc2c(=O)[nH]c(Cc3ccc(OC)cc3)nc2s1 | -4.3% | 16.5% | -3.4% | -19.5% | nt | -1.7% | 0.7% | 6.9% | 0.6%
CC(Cc1ccccc1)C(=O)N(C)Cc1cccnc1 (configuration not stated) | 4.5% | 0.7% | 17.0% | 22.3% | -4.9% | 5.2% | -2.3% | -2.2% | -0.1%
COc1cc(OC)c(C2=NOC(C(=O)NCc3cccnc3)C2)cc1Cl (configuration not stated) | 3.9% | 1.7% | -2.1% | -18.3% | 13.5%[20 µM] | 6.9% | 3.8% | -23.1% | -0.2%
C/C(Nc1ccc(F)cc1)=C(/C#N)C(N)=O | -16.0% | -0.5% | -2.3% | -3.8% | -31.1% | 7.3% | -9.6% | -3.3% | -0.1%
COC(=O)/C(=C\C(=O)c1ccc([N+](=O)[O-])cc1)Nc1ccc(OC)cc1 | 16.8% | -0.6% | 1.3% | -2.7% | 12.3% | -4.6% | -2.6% | 2.5% | -0.2%
Cc1ccc(S(=O)(=O)CCC(=O)OCn2nnc3ccccc3c2=O)cc1 | 8.6% | 0.5% | -1.3% | -19.0% | 9.9%[20 µM] | -3.9% | 11.2% | -3.1% | -0.1%
CC(C)CN1CCN(Cc2cn(C)c3ccccc23)CC1CCO (configuration not stated) | 4.2% | 0.6% | 2.9% | 8.1% | -44.8%[20 µM] | -2.6% | 4.8% | -5.7% | 0.2%
Cc1cccc(N2CN(Cc3cccnc3)CNC2=S)c1C | 19.0% | -0.6% | 1.7% | -5.9% | 3.8% | -4.9% | -3.7% | 7.0% | 0.2%
C[C@H](NC(=O)N1CCn2c1nc1ccccc12)C(=O)NCc1ccco1 | 10.0% | 2.2% | 0.4% | 5.5% | nt | nt | 26.3% | 9.9% | 1.0%
CCCCCCCNC(=O)C1CC(=O)N(C)C(=Nc2ccc(OC)cc2)S1 (configuration not stated) | -3.3% | -0.3% | -3.1% | 6.0% | -9.5% | 4.9% | 11.6% | 3.7% | -0.1%
NS(=O)(=O)c1ccc(CCNC(=O)c2ccco2)cc1 | -6.0% | 0.0% | -6.1% | -2.5% | -20.1% | -3.8% | 1.6% | -3.9% | 0.0%
Cc1ccc2c(N)[nH]nc2n1 | -8.6% | 0.2% | 1.0% | -24.3% | -34.1%[20 µM] | -3.6% | -12.8% | 1.0% | -0.1%
C/C(=N\NC(=O)c1cc2ccccc2cc1O)c1ccccn1 | -1.0% | 7.1% | -3.1% | nt | 2.14µM* | -4.4% | 3.1% | 10.2% | -0.1%
COc1ccccc1CNS(=O)(=O)c1ccc(-c2cnc(C3CC3)o2)cc1 | -13.4% | -1.5% | -2.3% | 27.1% | -186.4% | 31.0% | 5.6% | -31.1% | 0.0%
CS(=O)(=O)c1ccccc1-c1nc(-c2ccc([N+](=O)[O-])cc2)no1 | 3.3% | -1.9% | 3.5% | -9.7% | -15.2% | -2.9% | 3.2% | -6.1% | 0.8%
O=C(CCS(=O)(=O)c1ccccc1)N1CCCc2ccccc21 | -4.7% | -1.3% | 0.2% | -21.7% | -5.7% | -2.5% | 2.2% | -7.9% | -0.2%
COc1cccc(N=C2SC(C(=O)Nc3ccccc3F)CC(=O)N2C)c1 (configuration not stated) | 13.8% | -1.0% | -0.2% | -6.7% | -20.3% | 1.3% | 5.2% | 10.4% | -0.3%
CCN(CC)CCN(Cc1cc2ccc(C)cc2[nH]c1=O)C(=O)Nc1ccc(Cl)cc1 | -8.8% | 0.4% | -1.3% | -40.0% | -4.9%[20 µM] | nt | 5.4% | -4.5% | 0.6%
NC(=O)c1ccc(N2CCCCC2)c(N2C(=O)CCC2=O)c1 | -19.3% | -2.4% | 0.5% | -12.1% | 17.0% | 1.4% | 8.2% | 0.4% | -0.1%
CC(=O)OCCN1C(=O)c2cccnc2C1=O | 2.2% | 1.2% | -2.6% | -19.9% | 10.6% | -1.1% | -6.8% | -6.9% | 0.0%
NNC(=O)C1COc2cc3ccccc3cc2O1 (configuration not stated) | 4.7% | -1.1% | -2.2% | -15.6% | -14.5% | 8.5% | -6.5% | 10.8% | -0.2%
NC(=O)c1ccccc1NC(=O)NC1CCCCC1 | -0.4% | 2.4% | 0.0% | -27.9% | -20.4% | 0.5% | 11.5% | -15.8% | -0.3%
COc1ccc(OCc2nnc(SCC(=O)Nc3ccccc3Cl)o2)cc1 | -7.5% | 1.5% | 11.5% | -2.6% | -14.0% | -2.8% | -2.1% | -9.3% | 0.2%
CC(C)OCCCN1C=C2C(=O)C(C)(OC(=O)CCc3ccccc3)C(=O)C=C2C=C1c1ccc(C#N)cc1 (configuration not stated) | 10.5% | 4.1% | 5.1% | -7.5% | 15.2% | -3.8% | -8.3% | -1.2% | -0.1%
CC(=O)Nc1ccc(NC(=O)CCN2C(=O)c3ccccc3C2=O)cc1 | 9.6% | -1.8% | -0.6% | 23.7% | -20.4%[20 µM] | nt | 0.9% | -16.5% | -0.1%
Cc1cc(C)nc(OC(C(=O)O)C(OCCc2ccccc2)(c2ccccc2)c2ccccc2)n1 (configuration not stated) | 11.0% | 4.5% | -2.7% | -2.4% | -14.5% | 2.7% | 5.4% | -12.2% | -0.1%
O=[N+]([O-])c1cc(-c2ccc(/C=N\n3cnnc3)o2)cc([N+](=O)[O-])c1 | 3.2% | 9.7% | -3.4% | -2.1% | -1.1% | 0.3% | 10.4% | -0.5% | 0.0%
Cc1cc(C)cc(OCC(=O)Nc2ccccc2N2CCCCC2)c1 | -0.3% | 1.9% | 3.6% | 3.4% | 0.2% | -2.7% | -4.5% | 17.6% | -0.1%
Cc1ccccc1/C(N)=N/OC(=O)N1c2ccccc2Sc2ccccc21 | 10.3% | -2.2% | 3.3% | -2.6% | 14.8% | -1.1% | 30.9% | -6.6% | 0.8%
COc1ccccc1CNC(=O)C1CCN(S(=O)(=O)c2ccc3c(c2)OCCO3)CC1 | -1.5% | -0.3% | -4.3% | -36.7% | -12.1% | 4.0% | 7.0% | 2.1% | 0.5%
O=C(O)CCc1c(C(=O)O)[nH]c2ccccc12 | 17.9% | -3.4% | -3.0% | -26.4% | -21.7% | 3.2% | 1.6% | -0.2% | -0.1%
